Casp6 inh: human caspase-6 inhibitors, primary screen, biochemical, VEID-R110 fluorescence, single point, set 2 | P55212 | purified caspase-6, Z-VEID-R110 cleavage fluorescence | inhibition, % at 12.5 µM | hit rate 0.53% among 350,000 | AID 686996, 2013;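 active = mean inhibition across replicates at least about 35%, with every replicate also reaching that limit, limit read from the data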;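 also: 0% = median of neutral control wells and 100% = no fluorescence left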
Target sequence (P55212 24-179 limits assumed): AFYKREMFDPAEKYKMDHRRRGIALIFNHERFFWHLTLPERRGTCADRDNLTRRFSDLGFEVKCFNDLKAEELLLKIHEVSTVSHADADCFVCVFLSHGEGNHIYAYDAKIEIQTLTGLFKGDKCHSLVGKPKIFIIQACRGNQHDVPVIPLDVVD
Target sequence (P55212 194-293 limits assumed): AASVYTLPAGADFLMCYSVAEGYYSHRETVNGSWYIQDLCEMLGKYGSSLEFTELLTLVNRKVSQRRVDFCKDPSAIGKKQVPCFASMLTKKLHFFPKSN
S100A4 inh HTS: inhibitors of S100A4-myosin IIA peptide binding, primary screen, biochemical, fluorescence polarization, TAMRA-MyoIIA peptide; Protein S100-A4 (Homo sapiens), P26447; inhibition, % at 10.7 µM; hit rate 0.14% among 360,000;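 active = mean inhibition of at least 70% across replicates, with every replicate also reaching that level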
Target sequence (P26447 whole entry, looked up): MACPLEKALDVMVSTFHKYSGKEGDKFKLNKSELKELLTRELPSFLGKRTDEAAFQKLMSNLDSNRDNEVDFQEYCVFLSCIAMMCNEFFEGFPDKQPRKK
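Compound dosing: one dose per compound; test system: human S100A4 monomer with TAMRA-labelled myosin IIA peptide; probe or stimulus: TAMRA-labelled myosin IIA heavy-chain peptide probe, 5 nM; medium: HEPES buffer with Ca2+, pH 7.2; schedule: 5 min incubation before reading; benchmarks: neutral control DMSO, positive control TFP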
esBAF inh: Bmi1 luciferase reporter increase in mESCs, primary screen, esBAF inhibitor project, mouse ES cells, Bmi1 luciferase knock-in, single point. 24 h; 100% = twice the neutral-well signal. reporter increase, % at 12.5 µM. hit rate 2% among 350,000; in the data active = activation above about 40%;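 also: 0% = median of the plate's neutral control wells and 100% = double that signal; a rise in the Bmi1 reporter signal indicates esBAF inhibition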
FN deposition inh: inhibitors of fibronectin matrix deposition, primary screen, AH1F cells, Alexa488-fibronectin fluorescence, plate reader; AH1F fibroblasts, overnight; inhibition, % at 12.6 µM; hit rate 0.086% among 350,000;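 active = mean inhibition across replicates of 30% or more, regardless of how many single replicates reach that level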;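 also: positive control wells lacked labelled fibronectin entirely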
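material = AH1F fibroblast monolayer depositing Alexa488-labelled fibronectin into matrix | amount = 10000 AH1F cells/well | buffer or medium = DMEM plus 2% serum, read in PBS | incubation = 1 h cell adhesion before compound, then overnight fibronectin incubation | detection = fluorescence at 485 nm excitation, 525 nm emission | evaluation = percent inhibition as loss of matrix-bound fibronectin fluorescence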
Statin myotox sup: suppressors of statin myotoxicity in C2C12 myotubes, primary screen, cell-based, single point, plate reader; C2C12 myotubes + simvastatin, ATP luminescence, 48 h; scaled: DMSO 0, geranylgeraniol control 100; rescue of ATP level, % at 7.49 µM; hit rate 0.78% among 330,000; AID 602340, 2012;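 active = mean ATP rescue above about 67%, or every replicate alone reaching that limit, limit read from the data, passing the limit was not always enough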;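 also: myotubes were challenged with 10 µM simvastatin during compound exposure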
SIRT5 block: SIRT5 desuccinylase inhibitors, primary screen, biochemical, fluorescence imaging, single point, set 5 | NAD-dependent protein deacylase sirtuin-5, mitochondrial (Homo sapiens), Q9NXA8 | Purified SirT5, succinyl-peptide AMC, trypsin-coupled fluorescence | inhibition, % at 15 µM | hit rate 1.1% among 330,000 | AID 652115, 2013; in the data active = inhibition above about 15%
Target sequence (Q9NXA8 whole entry, looked up): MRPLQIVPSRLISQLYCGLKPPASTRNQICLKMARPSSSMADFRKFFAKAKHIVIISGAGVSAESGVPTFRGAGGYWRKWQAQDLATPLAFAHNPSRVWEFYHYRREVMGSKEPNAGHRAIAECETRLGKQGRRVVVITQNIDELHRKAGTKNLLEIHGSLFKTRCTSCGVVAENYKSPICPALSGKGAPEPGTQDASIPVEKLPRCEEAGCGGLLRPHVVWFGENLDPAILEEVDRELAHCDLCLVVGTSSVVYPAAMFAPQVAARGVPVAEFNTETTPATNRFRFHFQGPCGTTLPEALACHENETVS
LGR2 antag: inhibitors of bursicon-induced LGR2 CRE-luciferase signal, primary screen, cell-based, HEK293, CRE-luciferase reporter, bursicon stimulation; Drosophila bursicon receptor LGR2 (rickets); bursicon-stimulated, 4 h; inhibition, % at 9.99 µM; hit rate 0.35% among 380,000;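 active = drop in luminescence signal, shown as inhibition above about 50% in the replicate tests, limit read from the data, passing the limit was not always enough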;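 also: agonist challenge used bursicon conditioned medium at about half maximal strength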
The depositor's hits bear a star; x = not tested or not shown.

Assay codes: A = Casp6 inh; B = S100A4 inh HTS; C = esBAF inh; D = FN deposition inh; E = Statin myotox sup; F = SIRT5 block; G = LGR2 antag
COc1ccc(-n2c(=O)c3ccccc3n(CC(=O)Nc3ccccc3OC)c2=O)cc1
  A = -4	B = -2	C = x	D = 17	E = x	F = -4	G = -3
Cc1ccc(C(=O)CN2C(=O)NC3(CCc4ccccc43)C2=O)c(C)c1 (configuration not stated)
  A = 3	B = 9	C = 18	D = -6	E = 6	F = -1	G = -14
O=C(C[C@H]1CC[C@@H](NC(=O)C2CCOCC2)[C@H](CO)O1)Nc1ccc(-c2ccccc2)cc1
  A = 0	B = 1	C = 10	D = x	E = 1	F = 1	G = 1
CC[n+]1c(/C=C/N(C)c2ccccc2)oc2ccccc21
  A = 3	B = -8	C = x	D = 5	E = x	F = 5	G = 8
COc1ccc(NC(=O)Nc2cccc3c2O[C@H](CN(C)C(=O)Nc2ccc(F)cc2)[C@H](C)CN([C@H](C)CO)C3=O)cc1
  A = 2	B = 0	C = -7	D = 7	E = 2	F = 0	G = 3
O=C(CSc1n[nH]c(-c2ccccc2)n1)N1CCOCC1
  A = -2	B = -12	C = 19	D = -3	E = -19	F = -2	G = -10
COc1ccccc1NC(=O)Cc1nnc(SCC(=O)Nc2ccc(F)cc2F)n1C
  A = x	B = 0	C = -3	D = -6	E = 12	F = -2	G = -4
C[C@@H]1CN([C@@H](C)CO)C(=O)c2cccc(NS(=O)(=O)c3ccc(Cl)cc3)c2O[C@@H]1CN(C)CC1CCCCC1
  A = 3	B = 3	C = 1	D = 5	E = 7	F = -1	G = 7
C[C@H](CO)N1C[C@H](C)[C@H](CN(C)Cc2ccccc2)Oc2c(NS(=O)(=O)c3ccc(Cl)cc3)cccc2C1=O
  A = 1	B = 2	C = -3	D = x	E = -2	F = -4	G = 6
O=C(N/N=C/c1ccc(OC(=O)c2ccc3c(c2)OCO3)cc1)c1cncc(Br)c1
  A = x	B = x	C = 14	D = 4	E = -8	F = x	G = 16
C[C@@H]1CN([C@H](C)CO)S(=O)(=O)c2ccc(C#CC3CC3)cc2O[C@@H]1CN(C)C(=O)c1ccncc1
  A = 2	B = -1	C = 1	D = x	E = -27	F = 0	G = x
O=C(c1ccc(Br)o1)N1CCN(CCOc2ccccc2)CC1
  A = 0	B = -2	C = 7	D = 1	E = 9	F = -2	G = 1
O=C(C[C@@H]1CC[C@@H]2[C@H](COC[C@H](O)CN2C(=O)Cc2ccccc2)O1)NC1CCC1
  A = -1	B = 17	C = -8	D = 1	E = 2	F = 3	G = -5
CCOC(=O)c1cc(-c2ccc(N3C(c4ccsc4)=Cc4ccccc4C3CC(C)=O)cc2)cc([N+](=O)[O-])c1 (configuration not stated)
  A = 1	B = 0	C = x	D = -1	E = x	F = -5	G = 4
Cc1cc(/C=N/NC(=O)CC2(C)OCCO2)c(C)n1-c1cc(Cl)cc(Cl)c1
  A = x	B = x	C = 4	D = x	E = 1	F = x	G = 3

The listing continues.
Assay codes: A = Casp6 inh; B = S100A4 inh HTS; C = esBAF inh; D = FN deposition inh; E = Statin myotox sup; F = SIRT5 block; G = LGR2 antag
C[C@@H]1CN([C@H](C)CO)C(=O)CCCn2cc(nn2)CO[C@@H]1CN(C)S(=O)(=O)c1ccc(F)cc1
  A = 2	B = -5	C = -1	D = 3	E = -3	F = 0	G = 4
O=C(CSC1=NCCS1)NC(c1ccccc1)c1ccccc1
  A = -7	B = -2	C = x	D = -20	E = x	F = -8	G = 0
C=CCN(C(=O)c1csnn1)C(C(=O)NC1CCCCC1)c1ccc(Cl)cc1 (configuration not stated)
  A = 4	B = -1	C = 4	D = -10	E = 17	F = 10	G = 21
COc1ccc(N=C2C=CC(=O)O2)cc1
  A = 4	B = -2	C = x	D = 7	E = 7	F = 0	G = -7
O=C(C[C@H]1CC[C@H](NS(=O)(=O)c2ccc(F)cc2)[C@H](CO)O1)NC1CCC1
  A = -1	B = -1	C = -3	D = -8	E = -4	F = -3	G = 15
Cc1cccc(-c2ccc([C@H]3[C@@H](CO)N4C(=O)CN(C(=O)c5ccccc5)C[C@@H]34)cc2)c1
  A = 0	B = 9	C = x	D = x	E = x	F = -2	G = -4
Cc1ccnc(SCCn2c(N3CCC(C)CC3)nc3c2c(=O)[nH]c(=O)n3C)n1
  A = -1	B = -2	C = 7	D = 1	E = 10	F = -9	G = -14
O=C1C2C3C=CC(CC3)C2C(=O)N1/N=C/c1c[nH]c2ccccc12 (configuration not stated)
  A = 0	B = -2	C = 61*	D = -1	E = 4	F = 0	G = -79
C[C@@H](NC(=O)Cn1cnc2c(NCc3ccccc3)ncnc21)c1cccc2ccccc12
  A = 4	B = -1	C = 0	D = 9	E = 4	F = -3	G = 10
Fc1ccc(C2CC(c3ccccc3)Nc3ncnn32)cc1 (configuration not stated)
  A = 0	B = -2	C = -7	D = 1	E = -3	F = x	G = 23
c1cncc(-c2nc(-c3ccc4c(c3)OCCO4)cs2)c1
  A = 1	B = 3	C = 8	D = 0	E = -53	F = -4	G = -67
CCOC(=O)CSc1nc(N2CCOCC2)c2c(c1C#N)CC(C(C)C)OC2 (configuration not stated)
  A = -1	B = -4	C = 2	D = -2	E = 1	F = -2	G = 3
CC(NC(=O)COC(=O)c1ccc2ccccc2n1)C1CC2CCC1C2 (configuration not stated)
  A = -2	B = 0	C = x	D = x	E = x	F = 0	G = -27
O=C(Nc1cnn(Cc2ccc(Cl)c(Cl)c2)c1)c1nc2ncccn2n1
  A = x	B = x	C = 1	D = x	E = -11	F = x	G = -9
COc1ccc(NC(=O)N(C)C[C@H]2Oc3c(NS(=O)(=O)c4ccccc4)cccc3C(=O)N([C@H](C)CO)C[C@@H]2C)cc1
  A = 0	B = -2	C = x	D = x	E = x	F = 1	G = -5

The listing continues.
Assay codes: A = Casp6 inh; B = S100A4 inh HTS; C = esBAF inh; D = FN deposition inh; E = Statin myotox sup; F = SIRT5 block; G = LGR2 antag
O=C(OCCN1C(=O)c2ccccc2C1=O)[C@@H]1CC(O)CN1S(=O)(=O)c1ccccc1[N+](=O)[O-] (some centres not stated)
  A = 0	B = 0	C = -4	D = 3	E = 0	F = -8	G = 3
O=C(NCc1ccco1)/C(=C\c1ccccc1)NC(=O)c1ccccc1
  A = 5	B = -13	C = -1	D = 3	E = 3	F = -3	G = 23
O=C1C=C(OCCF)CC(c2cccc([N+](=O)[O-])c2)O1 (configuration not stated)
  A = -1	B = 4	C = x	D = -12	E = x	F = 1	G = -2
O=C(NCC1CCCO1)C1CC(=O)N(c2ccccc2)C1 (configuration not stated)
  A = 1	B = -2	C = -2	D = 8	E = 6	F = -3	G = 12
NC(=O)C1(N2CCCCC2)CCN(C(=S)Nc2cc(F)cc(F)c2)CC1
  A = 1	B = -7	C = x	D = 1	E = x	F = -1	G = -10
CC(C)(C)c1cccc(N/C(=C\C(=O)c2ccccc2)c2ccccc2)c1
  A = 6	B = -3	C = x	D = -12	E = x	F = x	G = -71
CCOc1ccc(OCC)c(NC(=O)CCS(=O)(=O)c2ccc(Br)s2)c1
  A = x	B = x	C = 1	D = 9	E = -2	F = x	G = x
O=C(C[C@H]1CC[C@H]2[C@@H](COC[C@H](O)CN2Cc2nccs2)O1)NCc1ccc(F)cc1
  A = -1	B = 5	C = 6	D = -9	E = 0	F = 0	G = 7
Cc1c(C)c2ccc(OCC(=O)N(C)C3CCS(=O)(=O)C3)c(C)c2oc1=O (configuration not stated)
  A = 2	B = 5	C = -1	D = 3	E = 6	F = -19	G = -5
CC(C)NC(=O)N(C)C[C@H]1OCCCC[C@H](C)Oc2ccc(NC(=O)CCCN(C)C)cc2C(=O)N([C@H](C)CO)C[C@@H]1C
  A = 2	B = 17	C = x	D = x	E = x	F = 1	G = -2
CO[C@@H]1CN(C)C(=O)c2cc(NC(=O)c3ccc4c(c3)OCO4)ccc2OC[C@@H](C)N(CC2CC2)C[C@H]1C
  A = -2	B = 0	C = 5	D = x	E = -4	F = 9	G = -2
COc1cc(S(=O)(=O)Nc2ccc(C)cc2)ccc1N=Cc1c(C)c(C#N)c(=O)n(C)c1O
  A = -2	B = 80*	C = x	D = 0	E = x	F = 1	G = 18
Cc1cc(C)n2cc(CSc3nnnn3-c3ccccc3C)nc2n1
  A = 1	B = -4	C = -3	D = -9	E = 7	F = -1	G = x
COc1ccc(-c2ccc(CN3C(CC(C)C)C(=O)N(Cc4cn(CC5CCCCC5)nn4)CCS3(=O)=O)cc2)cc1 (configuration not stated)
  A = -1	B = -5	C = 9	D = 10	E = 14	F = -2	G = -3
CCOc1cc(C(c2c(O)nc(SC)[nH]c2=O)c2c(O)nc(SC)[nH]c2=O)ccc1O
  A = -4	B = 5	C = x	D = -4	E = x	F = 1	G = -1

3 entries picked at random from the list so far, as already listed:
Assay codes: A = Casp6 inh; B = S100A4 inh HTS; C = esBAF inh; D = FN deposition inh; E = Statin myotox sup; F = SIRT5 block; G = LGR2 antag
Cc1cc(C)n2cc(CSc3nnnn3-c3ccccc3C)nc2n1
  A = 1	B = -4	C = -3	D = -9	E = 7	F = -1	G = x
O=C(C[C@H]1CC[C@H]2[C@@H](COC[C@H](O)CN2Cc2nccs2)O1)NCc1ccc(F)cc1
  A = -1	B = 5	C = 6	D = -9	E = 0	F = 0	G = 7
COc1ccc(-c2ccc(CN3C(CC(C)C)C(=O)N(Cc4cn(CC5CCCCC5)nn4)CCS3(=O)=O)cc2)cc1 (configuration not stated)
  A = -1	B = -5	C = 9	D = 10	E = 14	F = -2	G = -3

Continuation.
Assay codes: A = Casp6 inh; B = S100A4 inh HTS; C = esBAF inh; D = FN deposition inh; E = Statin myotox sup; F = SIRT5 block; G = LGR2 antag
CN1c2ccc(-c3ccccc3F)cc2[C@@H]2[C@@H](CCN2C(=O)c2cccc(F)c2)[C@@H]1CO
  A = x	B = x	C = 7	D = -15	E = 40	F = x	G = 3
CCOC(=O)[C@]12CCC=C1N(Cc1cccc3ccccc13)C(=O)[C@H](CC(=O)NCc1cccc3ccccc13)C2
  A = 1	B = -6	C = x	D = -2	E = x	F = -8	G = 3
CN(C)CCNc1nc(-c2ccccc2)c2c(c1C#N)CC(C)(C)OC2
  A = -3	B = -2	C = 3	D = x	E = 3	F = -5	G = -66
Cc1cccc(-c2ccc([C@H]3[C@@H](CO)N4CCCCN(S(=O)(=O)c5cccc(C)c5)C[C@@H]34)cc2)c1
  A = 0	B = -4	C = x	D = x	E = x	F = 12	G = 34
Cc1nn(Cc2ccccc2Cl)c2sc(C(=O)NCc3ccc4c(c3)OCO4)cc12
  A = x	B = x	C = 4	D = x	E = 126*	F = x	G = -1
C[C@@H]1CN([C@H](C)CO)C(=O)c2cc(C#CC3(O)CCCC3)cnc2O[C@H]1CN(C)C(=O)C1CCC1
  A = 1	B = 7	C = 3	D = x	E = 4	F = 2	G = 35
CN(C(=O)CSc1nc2c(c(=O)[nH]1)CCCC2)C1CCCCC1
  A = 3	B = -2	C = -7	D = x	E = -9	F = -9	G = 1
COc1cc(NC(=S)N2CCCCC2C)cc(OC)c1OC (configuration not stated)
  A = 1	B = -6	C = x	D = -3	E = x	F = 0	G = -4
Cc1cc(C)c2cc(CN(Cc3nnnn3C3CCCCC3)CC3CCCO3)c(=O)[nH]c2c1 (configuration not stated)
  A = 0	B = -3	C = 11	D = x	E = 5	F = -3	G = -2

Screening results deposited in PubChem by Broad Institute.

Not all compounds are listed; rates above refer to the full screens.
